DT40 TDP1 no CPT = qHTS for Inhibitors of human tyrosyl-DNA phosphodiesterase 1 (TDP1): qHTS in cells in absence of CPT; DT40 Tdp1-/- hTDP1 cells, no CPT, ATP luminescence, 48 h; Potency, µM (series often up to 46.2 µM), inactives show at the highest dose activity change, negative = growth inhibition, most hits filed as inhibitors; 420,000 compounds, 15% hits; AID 686978, 2013; note: nearly all actives have a fitted effect of over 55% in size
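Chicken DT40 Tdp1-/- cells complemented with human TDP1, screened without camptothecin (DMSO vehicle only), 400 cells/well. Compounds pin-transferred, cells incubated at 37 °C for at least 48 hr. Growth read as ATP-dependent luminescence (CellTiter-Glo, 30 min at RT).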
N370S GC mod = qHTS Assay for Inhibitors and Activators of N370S glucocerebrosidase as a Potential Chaperone Treatment of Gaucher Disease | N370S GC spleen homogenate, 4MU-glucoside fluorescence | Potency, µM (titrated, usually from 59.4 µM), inactives show at the highest dose activity change, negative = inhibition, usual class: inhibitors | AID 2101, 2009 | 330,000 compounds, 0.092% hits;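 note: 0% = full enzyme activity and -100% = no enzyme basal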
TDP1 block = qHTS Assay for Inhibitors of Tyrosyl-DNA Phosphodiesterase (TDP1); recombinant TDP1, AlphaScreen DNA substrate cleavage; Potency, µM (series often up to 130 µM), without a hit: at the top dose activity change, negative = inhibition, usual class: inhibitors; 350,000 compounds, 0.28% hits; AID 485290, 2010; note: nearly all actives have a fitted effect of over 40% in size
Target sequence (Q9NUW8 whole entry, looked up): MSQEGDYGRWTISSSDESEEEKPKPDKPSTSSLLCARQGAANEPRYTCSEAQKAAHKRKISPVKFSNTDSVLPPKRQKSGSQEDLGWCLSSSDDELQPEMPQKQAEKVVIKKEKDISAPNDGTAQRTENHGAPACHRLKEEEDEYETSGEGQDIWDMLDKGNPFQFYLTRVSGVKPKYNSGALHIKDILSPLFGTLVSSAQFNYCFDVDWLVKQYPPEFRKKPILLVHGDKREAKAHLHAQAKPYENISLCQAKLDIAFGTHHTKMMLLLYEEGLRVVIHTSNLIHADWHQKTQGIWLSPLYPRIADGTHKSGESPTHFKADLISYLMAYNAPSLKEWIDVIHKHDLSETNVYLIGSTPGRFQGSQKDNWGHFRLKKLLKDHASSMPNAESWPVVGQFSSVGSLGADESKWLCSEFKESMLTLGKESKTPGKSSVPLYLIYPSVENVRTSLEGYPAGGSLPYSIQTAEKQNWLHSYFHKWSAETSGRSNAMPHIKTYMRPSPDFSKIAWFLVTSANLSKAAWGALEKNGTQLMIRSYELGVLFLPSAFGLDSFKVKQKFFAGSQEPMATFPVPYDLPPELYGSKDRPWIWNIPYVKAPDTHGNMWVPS
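AlphaScreen read-out: signal falls as enzyme removes the 3' tyrosine-FITC from a 5'-biotinylated DNA oligo (15 nM, 5 min, RT). Enzyme was E. coli-made recombinant Tdp1 at 1 nM, exposed to compound for 15 min beforehand; beads 10 ug/ml, 10 min.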
* hit, by the source's call; ? = inconclusive; . = not tested or not shown; & = joins results of further samples; [ ] = dose if it differs, or a comment. Calls come from the whole dose curve; as a rule, active = well fitted curve in the direction sought with a large enough effect; inconclusive = small, poorly fitted or top-dose-only effect, or another doubt; inactive = no such curve, though single readings can be large; an effect the other way counts as inactive or inconclusive. Unless noted, % is set by controls: 0 for no effect and ±100 for the full control effect; potency is the fitted concentration of half-maximal effect.

Below each compound – DT40 TDP1 no CPT	N370S GC mod	TDP1 block
CC(C)c1ccc(CNc2ncc(Br)cn2)cc1
 : -1%	8%	.
O=c1[nH]c2ccc(NCc3ccc(F)cc3)cc2[nH]1
 : ?	1%	10%
O=C(COc1ccc(Br)cc1)NCCN1CCCC1
 : 21%	-2%	.
COc1ccccc1CNC(=O)c1cnc2sc(N3CCCCC3)nn2c1=O
 : 23µM*	.	8%
CCOc1ccccc1C(=O)OCC(=O)Nc1cccc(S(=O)(=O)N2CCCC2)c1
 : 21µM*	.	0%
CC(C(=O)NCC1CCCCC1)N1CCN(S(=O)(=O)c2cccs2)CC1 (stereo not given)
 : ?	-22%	-1%
O=S(=O)(NC1CC1)c1ccc(S(=O)(=O)N2CCCc3ccccc32)cc1
 : ?	-11%	3%
CCCC/S(C)=N/S(=O)(=O)c1ccc(C)cc1 (stereo not given)
 : -1%	15%	5%
CS(=O)(=O)Nc1ccc(C(=O)NC2CC3CCC2C3)cc1 (stereo not given)
 : 0%	6%	5%
CCCCN(Cc1ccccc1)S(=O)(=O)c1ccc2c(c1)CCN2C(=O)C1CCC1
 : -21%	.	-2%
C=CCn1c(SCCN2CCOCC2)nc2c1c(=O)[nH]c(=O)n2C
 : -11%	4%	2%
CC(C)C(=O)Nc1ccc(-c2nc3ncccc3o2)cc1
 : ?	10%	.
O=C(Nc1ccccc1F)N(Cc1ccc(F)cc1)Cc1nc2ccccc2c(=O)[nH]1
 : -23%	4%	7%
CCCCn1c(N)c(N(C)C(=O)C2CCCC2)c(=O)[nH]c1=O
 : -20%	.	0%
Cc1ccccc1CN(c1ccc(C(=O)Nc2cccnc2)cc1)S(C)(=O)=O
 : -1%	-1%	6%

4 of these compounds in another layout:
O=C(COc1ccc(Br)cc1)NCCN1CCCC1
  DT40 TDP1 no CPT: 21%	N370S GC mod: -2%	TDP1 block: .
COc1ccccc1CNC(=O)c1cnc2sc(N3CCCCC3)nn2c1=O
  DT40 TDP1 no CPT: 23µM*	N370S GC mod: .	TDP1 block: 8%
CCOc1ccccc1C(=O)OCC(=O)Nc1cccc(S(=O)(=O)N2CCCC2)c1
  DT40 TDP1 no CPT: 21µM*	N370S GC mod: .	TDP1 block: 0%
CC(C(=O)NCC1CCCCC1)N1CCN(S(=O)(=O)c2cccs2)CC1 (stereo not given)
  DT40 TDP1 no CPT: ?	N370S GC mod: -22%	TDP1 block: -1%

Next section:
Below each compound – DT40 TDP1 no CPT	N370S GC mod	TDP1 block
Cc1c(CN(C)C)c2c(n1Cc1ccccc1)C(=O)c1ccccc1-2
 : ?	-29%	10%
O=C(CCc1cn(Cc2ccc(F)cc2)c2ccccc12)NCCc1ccc(Cl)cc1
 : 18µM*	.	3%
Cc1ccc(C(=O)CSc2ncc3c(n2)-c2ccccc2N(Cc2ccc(Cl)cc2)S3(=O)=O)cc1
 : -5%	.	-5%
Cc1cc(C)cc(OCC(=O)N(C)CC(=O)Nc2ccc(Cl)c(C(F)(F)F)c2)c1
 : ?	.	0%
CCOc1ccc(CNC(=O)CCn2c(=O)oc3ccccc32)cc1
 : -7%	8%	-4%
CCOc1c2ccc(C(=O)NCc3ccc(C)cc3)cc2nn1CCOC
 : ?	-3%	1%
O=C(Cn1cnc2onc(-c3ccc(F)cc3)c2c1=O)Nc1cccc(C(F)(F)F)c1
 : 21µM*	.	2%
O=C(CN1CCN(C2CCCCC2)C(=O)C1=O)Nc1ccc(Cl)cc1
 : ?	.	4%
CCN(CC(=O)NCc1cccs1)C(=O)c1cccc(Cl)c1
 : 1%	.	-3%
CC(C)(C)c1ccc(C(CC(=O)O)NC(=O)Cc2ccc(Cl)cc2)cc1 (stereo not given)
 : 1%	-14%	.
Cn1c(-c2cccc([N+](=O)[O-])c2)cnc1NCc1cccc(F)c1
 : 21µM*	-7%	.
Cc1cccc(NC(=O)CN2C(=O)COc3ccc(S(=O)(=O)Nc4ccccc4)cc32)c1C
 : -26%	.	6%
CCC(=O)Nc1ccc2c(c1)nc(CCN1CCN(c3ccccn3)CC1)n2C
 : -6%	0%	.
Fc1ccc(OCCOCCNCC2CCCO2)cc1 (stereo not given)
 : -6%	?	-2%
CCNC(=O)[C@H]1O[C@H](n2cnc3c(N)nc(NCCc4ccc(CCC(=O)O)cc4)nc32)[C@@H](O)[C@@H]1O
 : ?	-7%	-2%
Nc1ncnc2c1ncn2CCc1ccccc1
 : ?	-14%	.
CCn1cc(S(=O)(=O)Nc2nc3ccc(OC)cc3s2)cn1
 : 18%	-1%	5%
CC(CCc1ccccc1)NC(=O)/C=C/c1ccccc1 (stereo not given)
 : ?	?	-3%
CCOCCCNC(=S)N(CCCN(C)C)Cc1cc2cc3c(cc2[nH]c1=O)OCCO3
 : 5%	-5%	.
Cc1noc(C)c1S(=O)(=O)N(C)C[C@H]1Oc2ccc(NS(=O)(=O)c3cn(C)cn3)cc2C(=O)N([C@H](C)CO)C[C@@H]1C
 : -8%	.	2%
COc1cc(N)c(Cl)cc1C(=O)OCC(=O)NCC1CCCCC1
 : ?	.	-3%
Cc1cc(C)n(CC(O)COc2ccc(F)cc2)n1 (stereo not given)
 : -5%	2%	.
Cn1cnc(S(=O)(=O)Nc2ccccc2N2CCOCC2)c1
 : -9%	2%	3%
Cc1ccc(CSc2oc(-c3cccs3)nc2S(=O)(=O)c2ccc(C)cc2)cc1
 : 5.2µM*	.	6%
C=CCN1C(=O)c2ccc(C(=O)N3CCN(S(=O)(=O)c4ccccc4Br)CC3)cc2C1=O
 : -29%	-18%	0%
CCCn1c(C2CC(=O)N(c3ccc(C)cc3)C2)nc2ccccc21 (stereo not given)
 : 0%	11%	0%
CCOC(=O)c1cc2c(nc1N)CC(C)(C)OC2
 : 0%	4%	1%
O=C(CSc1nnc(CNC(=O)c2c(F)cccc2Cl)o1)Nc1ccc2c(c1)OCCO2
 : -8%	3%	4%
COc1ccc(NC2CC(=O)N(C)C2=O)cc1 (stereo not given)
 : -7%	-28%	13%
COc1ccc(S(=O)(=O)NC(C)C)cc1C(=O)NC1CCCCC1
 : ?	7%	5%
Nc1cc(N)nc(SCC(=O)NCc2ccco2)n1
 : -2%	17%	-5%
Cc1cc(C)nc(SCC(=O)N/N=C/c2cccs2)n1
 : -18%	-9%	3%
COc1cccc(-c2csc(NC(=O)Oc3ccccc3)n2)c1
 : -15%	-3%	-8%
CCN(CC)CCOC(=O)c1ccc(NC(=O)C(C)NC(=O)C23CC4CC(CC(C4)C2)C3)cc1 (stereo not given)
 : ?	-16%	2%
Cc1nc(C)c2c(=O)cc(-c3ccccc3)[nH]c2n1
 : 5.6µM*	-6%	4%
COc1ccc(CNC(=O)c2ccc3c(c2)nc2n3CCC(C)C2)c(OC)c1 (stereo not given)
 : ?	.	5%
CCOC(=O)N1CCc2c(sc3c2c(=O)n(-c2ccc(CC)cc2)c(=O)n3CC(=O)Nc2ccc(C)cc2)C1
 : ?	.	-1%
CCN(CC)C(c1ccc(C)cc1)c1nnnn1C1CCCCC1 (stereo not given)
 : 18µM*	-2%	-5%
O=C(CCN1CCC(c2ccccc2)C1)c1cccs1 (stereo not given)
 : 2.6µM*	-22%[2.35 µM]	4%
CN(C)S(=O)(=O)c1cccc(NC(=O)c2ccc(COc3ccccc3)cc2)c1
 : 6.5µM*	-13%	.
Cc1ccc(Cl)cc1N(C)C(=O)Cn1ncc2c([nH]c3ccccc32)c1=O
 : -19%	-8%	0%
CCOc1cc(C(=O)Nc2ccc(S(=O)(=O)N3CCOCC3)cc2)cc(OCC)c1OCC
 : -4%	-23%	4%
CCC(CC)NC(=O)c1oc2ccccc2c1COc1ccccc1
 : ?	10%	3%
CCOC(=O)CNc1nc(Oc2ccc(=O)n(C)n2)nc(N(CC)CC)n1
 : 9%&-18%	-3%	?
COc1ccc(CNC(=O)CN2C(=O)CSc3ccc(S(=O)(=O)N4CCCC4)cc32)cc1
 : ?	.	8%

Additional results follow.
molecule	DT40 TDP1 no CPT	N370S GC mod	TDP1 block
COc1ccc(NC(=S)NC(=O)c2csnn2)cc1	9%	2%	.
CCCc1cc(Nc2c(C)n(C)n(-c3ccccc3)c2=O)n2c(nc3ccccc32)c1C#N	?	-7%	9%
O=C(COC(=O)c1cccc(S(=O)(=O)N2CCOCC2)c1)NCc1ccc2c(c1)OCO2	-12%	.	0%
O=c1[nH]c(/C=C/c2ccc(Br)cc2)nc2c1cnn2-c1ccccc1	.	6%	3%
Cc1sc2nc(CC(N)=O)[nH]c(=O)c2c1-c1ccccc1	2%	18%	0%
c1ccc([C@H]2CN3C(=N2)Sc2ccccc23)cc1	?	.	-6%
O=C(Nc1ncccn1)c1cc([N+](=O)[O-])cc([N+](=O)[O-])c1	-17%	0%	5%
CCOc1ccccc1CN1CCN(S(C)(=O)=O)CC1	-10%	3%	-10%
Cc1ccc(S(=O)(=O)N/N=C\c2cn(-c3ccccc3)nc2-c2ccccc2)cc1	-3%	-5%	9%
CCS(=O)(=O)c1ccc(S(=O)(=O)CC)s1	-20%	0%	-2%
O=C(O)C1CCCN(S(=O)(=O)c2ccc(F)cc2)C1 (stereo not given)	4%	6%	3%
COc1ccc(N2C(=O)CC(NCc3ccncc3)C2=O)cc1 (stereo not given)	-7%	5%	-5%
COC(=O)CN(c1ccc2c(c1)OCO2)S(=O)(=O)c1c(C)[nH]c(=O)[nH]c1=O	18%	-10%	0%
COc1cccc(-c2nn3c(-c4ccco4)nnc3s2)c1	?	1%	-4%
CCOC(=O)c1c(NC(=O)C(C)Sc2cccc[n+]2[O-])sc2c1CCN(Cc1ccccc1)C2 (stereo not given)	16µM*	5%	3%
Cn1ncc(Br)c1C(=O)N/N=C/c1cccc(OC2CSC2)c1	?	-6%	-5%
CCN(CC)c1nc(C(F)(F)F)nc2c1nnn2Cc1ccccc1	-15%	0%	.
Cc1ccc(C2C(=O)N(C3CCCC3)CC(=O)N2CC2COc3ccccc3O2)cc1 (stereo not given)	?	15%	4%
COc1ccc(OC)c(CCNC(=O)c2cc3cccc4c3n2CCS4)c1	?	.	3%
CC(=O)N1CCCc2cc(S(=O)(=O)N3CCCC(C(=O)Nc4ccccc4C)C3)ccc21 (stereo not given)	-10%	0%	4%
COc1ccccc1C(=O)NCCCNC(=O)c1cnccn1	-9%	-2%	-9%
COc1cc(CCCN2CCNC[C@@H]2Cc2ccc(O)cc2)cc(OC)c1OC	-10%	2%	.
Cc1cccc(OCc2nnc(SCC(=O)c3ccccc3)o2)c1	-25%	28%	-6%
O=C(CSc1cn(CC(=O)N2CCCCCC2)c2ccccc12)NCC1CCCO1 (stereo not given)	2%	-11%	0%
CCC(C)NC(=O)Cn1cc(S(=O)(=O)N2CCCC2)c(S(=O)(=O)N2CCCC2)c1 (stereo not given)	29%	2%	4%
O=C(Nc1cccc([N+](=O)[O-])c1)N1CCCc2ccccc21	2%	-3%	7%[56.1 µM]
COc1ccc(Cc2nnc(SCC(=O)c3c(N)n(C4CC4)c(=O)[nH]c3=O)o2)cc1	-14%	.	0%
O=C(NCC1CCCN1S(=O)(=O)c1cccs1)C(=O)Nc1ccccc1Cl (stereo not given)	?	-5%	-3%
CCOC(=O)c1oc2cc(O)ccc2c(=O)c1-c1csc(C)n1	-9%	2%	7%
O=[N+]([O-])c1cc(C(F)(F)F)cc([N+](=O)[O-])c1NCCCN1CCOCC1	?	-9%	3%
COc1ccc2c(c1OC)C(=O)N1N=C(c3ccc(F)cc3)CC21 (stereo not given)	16µM*	9%	2%
Cc1onc(-c2c(F)cccc2Cl)c1C(=O)N1CCOC12CCCCC2	-27%	1%	3%
O=C(CCNS(=O)(=O)c1ccc2c(c1)CCN2C(=O)C1CC1)Nc1ccc(F)cc1F	13µM*	.	3%
CC1(C)CC(O)CC(C)(C)N1CC(O)COCc1ccccc1 (stereo not given)	18%	0%	0%
O=C(CSc1nc2ccccc2c(=O)n1Cc1ccco1)N1CCN(c2ccccc2)CC1	26µM*	22%	4%
Nc1nc2ccc(Cc3ccncc3)cc2s1	-29%	-9%	-10%
CN(C)/C=N/c1ncn(-c2ncc(C(F)(F)F)cc2Cl)n1	-5%	20%	5%
Cc1ccc(C)c(N2CCN(C(=O)c3nn(C)c4c3CS(=O)(=O)c3ccccc3-4)CC2)c1	23µM*	-4%	2%&4%

Screens (PubChem BioAssay)

Only part of the results is shown, so the mix of outcomes need not match the whole.
